Vif-A3F inh = blocks the Vif interaction with APOBEC3F. HeLa A3F-eYFP + Vif (tagged APOBEC3F with the HIV-1 protein that degrades it), YFP fluorescence increase. Potency, µM (doses to about 46.1 µM), for inactives: top-dose activity, negative = active. hit rate 0.2% among 390,000. AID 602313; note: potency is the fitted concentration of half-maximal effect; % of control where 0% means no effect; nearly all actives have a fitted effect of over 65% in size
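HeLa cells stably expressing A3F-eYFP plus Vif, plated and incubated overnight at 37 deg C, then exposed to compounds overnight at 37 deg C. Blocked degradation read as raised yellow fluorescence (Ex 488/Em 500-530).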
PI4K2A inh = inhibitors of human PI4K2A | Q9BTU6 | hit rate 0.13% among 420,000 | purified PI4K2A, ADP-Glo luminescence, 1 h; active compounds read low | AID 1346378 | activity change, negative = inhibition, % at 76.9 µM; in the data active = activity change below about -50%; inconclusive = mostly about -30% to -49%;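 note: -100% = wells without enzyme as full effect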
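ADP-Glo luminescence measured ADP generated by PI4K2A enzyme (4 ug/mL before mixing) with 1.2 mM PI substrate (pre-mix) and 300 microM ATP (pre-mix). Tris pH7.5 buffer with MgCl2, Triton X-100; 1 h reaction at ambient temperature.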
USP1 inh = inhibitors of human USP1/UAF1 deubiquitinase; O94782; recombinant USP1/UAF1, Ub-Rhodamine cleavage fluorescence; Potency, µM (titrated, usually from 57.1 µM), for the others: top-dose activity change, negative = inhibition, most hits filed as inhibitors; hit rate 0.23% among 390,000; note: potency is the fitted concentration of half-maximal effect; % is set by controls: 0 for no effect and ±100 for the full control effect; nearly all actives have a fitted effect of over 60% in size; inactives centre near -12
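1 nM enzyme complex + cpd, 15 min RT; start with Ub-Rho 150nM final; kinetic fluorescence ex 480/em 540, 6 reads q60 s. Buffer 50mM HEPES pH 7.8, 0.5mM EDTA, 0.1 mg/ml BSA, 1mM TCEP, 0.01% Tween-20.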
TrxR1 substrate = rat thioredoxin reductase 1 substrate activity. hit rate 0.01% among 390,000. Potency, µM (top dose mostly 114 µM), for the others: at the highest dose activity change, negative = substrate turnover. O89049. purified TrxR1 substrate turnover, NADPH consumption readout; note: potency is the fitted concentration of half-maximal effect; % is set by controls: 0 for no effect and ±100 for the full control effect; nearly all actives have a fitted effect of over 50% in size
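Rat TrxR1, dispensed at 90 nM, was prereduced with 400 uM NADPH (final) for 5 min at ~22 deg C, then incubated with compound 15 min before 400 uM selenite. A first-read NADPH fluorescence drop versus no-compound background flagged substrates.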
LDHA block = inhibitors of human lactate dehydrogenase A. P00338. purified LDHA, NADH/diaphorase-resazurin fluorescence; active compounds read low. activity change, % (values are at about 110 or 230 µM). hit rate 0.15% among 480,000. AID 1347041; in the data active = activity change below about -30%; inconclusive = mostly about -25% to -30%;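 note: plate controls were DMSO wells for no effect and wells without enzyme for full effect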
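LDH5 2 nM; NADH 0.06 mM, pyruvate 0.2 mM; 200 mM Tris pH 7.4, EDTA, Tween-20; 5 min RT. Detection: diaphorase 0.133 mg/mL + resazurin 37 µM, fluorescence ex540/em590 at 0 and 20 min; normalized to enzyme-free and DMSO wells.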
Vif-APOBEC3G blk = Vif-A3G binding inhibition | Potency, µM (titrated, usually from 46.1 µM), for the others: at the highest dose activity, negative = active, hits mostly inhibitors | AID 602310 | HeLa A3G-eYFP + Vif (tagged APOBEC3G with the HIV-1 protein that degrades it), YFP fluorescence, overnight | hit rate 0.076% among 410,000;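 note: potency is the fitted concentration of half-maximal effect; % is set by controls: 0 for no effect and ±100 for the full control effect; nearly all actives have a fitted effect of over 60% in size; hits raise eYFP signal because A3G escapes Vif-driven loss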
Target sequence (Q9HC16 whole entry, looked up): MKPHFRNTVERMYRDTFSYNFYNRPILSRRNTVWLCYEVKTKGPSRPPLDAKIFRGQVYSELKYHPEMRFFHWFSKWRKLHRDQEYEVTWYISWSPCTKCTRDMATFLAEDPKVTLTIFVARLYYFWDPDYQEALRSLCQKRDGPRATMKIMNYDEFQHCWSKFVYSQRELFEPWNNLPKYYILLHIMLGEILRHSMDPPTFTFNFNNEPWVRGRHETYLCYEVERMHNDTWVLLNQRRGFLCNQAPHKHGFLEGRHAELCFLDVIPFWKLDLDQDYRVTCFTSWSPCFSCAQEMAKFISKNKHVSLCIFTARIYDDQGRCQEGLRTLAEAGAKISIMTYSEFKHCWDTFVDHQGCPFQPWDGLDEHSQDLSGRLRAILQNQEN
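HeLa cells stably expressing Vif and C-terminally eYFP-tagged A3G, seeded overnight at 37 deg C, then exposed to compound by pintool overnight at 37 deg C. Rise in yellow fluorescence (Ex 488/Em 500-530, Acumen) marks blocked Vif-driven A3G degradation.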
RXFP1 ag = agonists of human relaxin receptor RXFP1. hit rate 0.3% among 370,000. AID 2676. Q9HBX9. Potency, µM (titrated, usually from 57.5 µM), inactives show at the highest dose activation, most hits filed as activators. HEK293T-RXFP1 cAMP TR-FRET, 30 min; response scale: percent of porcine relaxin response, buffer zero; note: potency is the fitted concentration of half-maximal effect; % is set by controls: 0 for no effect and ±100 for the full control effect; nearly all actives have a fitted effect of over 60% in size; many of its hits are not listed in these tables
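cAMP rise read by TR-FRET after 30 min, 37C compound exposure (up to 58 uM) in RXFP1-transfected HEK293 cells with Ro 20174 present. EC50 from Hill-equation fits, with 29 nM porcine relaxin as 100% and buffer as basal.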
IDH1 R132H inh = inhibitors of human mutant IDH1 R132H; O75874; IDH1-R132H enzyme, NADPH consumption, diaphorase/resazurin fluorescence; Potency, µM (highest dose often 76.6 µM), for the others: at the highest dose activity change, negative = inhibition, usual class: inhibitors; hit rate 0.093% among 390,000; note: potency is the fitted concentration of half-maximal effect; % is set by controls: 0 for no effect and ±100 for the full control effect; nearly all actives have a fitted effect of over 65% in size
Target sequence (O75874 whole entry R132H, stated change not applied): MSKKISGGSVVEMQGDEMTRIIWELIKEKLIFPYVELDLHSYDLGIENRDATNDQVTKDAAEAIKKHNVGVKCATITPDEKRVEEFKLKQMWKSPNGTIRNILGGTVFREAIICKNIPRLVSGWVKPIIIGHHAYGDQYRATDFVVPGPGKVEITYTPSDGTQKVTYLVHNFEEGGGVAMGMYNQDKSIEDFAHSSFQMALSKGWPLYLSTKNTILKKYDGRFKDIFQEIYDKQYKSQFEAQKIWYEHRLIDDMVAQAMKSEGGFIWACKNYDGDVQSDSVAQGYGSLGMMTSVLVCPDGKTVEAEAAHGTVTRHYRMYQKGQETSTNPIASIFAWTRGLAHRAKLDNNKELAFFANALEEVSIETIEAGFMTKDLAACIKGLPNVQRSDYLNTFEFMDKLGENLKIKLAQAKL
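IDH1-R132H (0.5 ug/mL) preincubated 30 min with compound, then NADPH (0.016 mM) and alpha-KG (2 mM) added; 80 min at RT, pH 7.5. Remaining NADPH coupled via diaphorase/resazurin to fluorescence (540/590 nm); concentration-response curves normalized to no-enzyme control.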
Glioma ERSR ind = ER stress response induction in glioma; U87-MG GRP78 promoter luciferase reporter, 16 h; Potency, µM, for the others: at the top dose activation, most hits filed as activators; hit rate 0.02% among 420,000; AID 602332; note: potency is the fitted concentration of half-maximal effect; series mostly up to about 76 µM; % of control where 0% means no effect; nearly all actives have a fitted effect of over 35% in size
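ERSR induction read as luciferase luminescence (Bright-Glo, 10 min at room temperature) in stably transfected human U87-MG glioma cells exposed to compounds for 16 h, using GRP78 as sensor.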
* hit, by the source's call; ? = inconclusive; . = no result given; & = joins results of further samples; [ ] = remark or other dose. Unless noted, calls come from the whole dose curve; as a rule, active = well fitted curve in the direction sought with a large enough effect; inconclusive = small, poorly fitted or top-dose-only effect, or another doubt; inactive = no such curve, though single readings can be large; an effect the other way counts as inactive or inconclusive.

SMILES	Vif-A3F inh	PI4K2A inh	USP1 inh	TrxR1 substrate	LDHA block	Vif-APOBEC3G blk	RXFP1 ag	IDH1 R132H inh	Glioma ERSR ind
Cc1cc(C)c(S(=O)(=O)NCC2CCC(C(=O)NCCc3ccccc3)CC2)c(C)c1 (configuration not stated)	-6%	0	?	-4%[57.1 µM]	-18	2%	-2.0%	-8%	-5%
CCN1CC(c2ccccc2)C(c2ccc(Cl)cc2)=N1 (configuration not stated)	?	8	-17%	16%	2	-1%	0.1%	6%	-5%
CC1CCN(CC(=O)n2c3c(c4ccccc42)CCCC3)CC1	-1%	0	-8%	7%	0	2%	-2.6%	0%	0%
Cc1ccc(/C=C/C(=O)NCc2ccccn2)o1	-5%	-2	-17%	-5%	-4	-1%	1.0%	-2%	-3%
CCCCNC(=O)C1(NC(=O)Nc2ccc(C)cc2)CCCCC1	9%	-2	-5%	5%	-5	0%	1.0%	-5%	-3%
O=S(=O)(NCc1ccccc1)c1ccccc1NCCc1ccccc1	-6%	-4	-14%	0%	-4	1%	.	-6%	3%
COc1ccc(-c2nnc(SCC(=O)NCCc3ccc(OC)c(OC)c3)nc2-c2ccc(OC)cc2)cc1	-4%	-2	?	-10%	-11	-5%	-0.4%	0%	-1%
Cn1cc(C(=O)NCc2ccccc2)c(=O)c2cc(S(=O)(=O)N3CCCCCC3)ccc21	-5%	0	-21%	-11%[57.1 µM]	4	2%	4.1%	-3%	-1%
COC(Cn1c2c(c3cc(C)ccc31)CCCC2NCc1ccccc1)OC (configuration not stated)	-7%	-1	-2%	-5%	2	0%	1.6%	8%	-7%
O=C(CC1CCCC1)N1CCN(S(=O)(=O)c2cccc(F)c2)CC1	0%	-2	-15%	3%[57.1 µM]	-1	0%	.	-7%	-3%
CC1Cc2nc(SCC(=O)Nc3ccc4c(c3)OCO4)n(Cc3ccccc3)c(=O)c2S1 (configuration not stated)	1%	-1	-5%	-6%	6	-2%	0.5%	2%	8%
CCOC(=O)CNC(=O)CSc1nnc(Cn2c(=O)sc3ccccc32)n1C	-1%	0	-6%	4%[57.1 µM]	-8	1%	-1.2%	-11%	-3%
CC1(C(=O)Nc2cccc(NS(C)(=O)=O)c2)Cc2c(-c3ccc(C(N)=O)cc3)ccnc2O1 (configuration not stated)	.	0	.	.	-6	-2%	.	.	-5%
Cc1ccc2c(c1)N(S(=O)(=O)c1ccc(F)cc1)C(C(C)(C)C)CO2 (configuration not stated)	1%	3	-11%	-10%	-3	2%	6.3%	4%	-7%
C/C(=C\c1ccco1)CN1CCC(N2CCC(C(=O)N3CCOCC3)CC2)CC1	1%	1	-10%	3%	-8	2%	4.4%	0%	-4%
O=C(O)Cc1sc(-c2ccc(C(=O)O)cc2)nc1-c1ccccc1	1%	7	-15%	51%[activator][57.1 µM]	-2	0%	21%	-5%	-1%
CCOc1cc(/C=C2\C(=O)ON=C2c2ccccc2)ccc1OC	3%	8	-17%	1%	-61*	?	2.4%	-16%	-15%
CC(C)Sc1ncc(Cl)c(C(=O)Nc2nnc(C(C)C)s2)n1	2%	-3	-22%	-2%	-2	1%	-1.0%	-13%	-1%
CCN1CCN(C2=C(NS(=O)(=O)c3ccccc3)C(=O)c3ccccc3C2=O)CC1	8%	-16	?	-3%	6	-16%	0.4%	7%	-3%
CCCn1cnc2cc(NCc3cccc(OC)c3O)ccc21	0%	-6	-6%	25%	11	4%	0.2%	15%	7%
CCN1c2ccccc2-n2cccc2C12CCN(C(=O)Nc1ccccc1Br)CC2	0%	0	-18%	-1%[57.1 µM]	-3	-5%	1.5%	-15%	-4%
Cc1ccc(C(=O)OCC(=O)Nc2sccc2C(N)=O)cc1NC(=O)c1ccco1	-13%	4	-8%	6%[57.1 µM]	-3	-3%	1.7%	1%	-4%
CCCn1c(SCC(=O)NC2CCCC2)nnc1-c1ccccn1	8%	8	-15%	8%	-8	-7%	0.0%	5%	-3%
COCCNC(=O)c1ccc2c(=O)n(CCOC)c(=O)[nH]c2c1	-2%	-3	4%	7%[57.1 µM]	-13	2%	2.5%	-10%	-3%
CN1C(=O)NC(c2ccccc2)C2=C1CN(c1cccc(C(F)(F)F)c1)C2=O (configuration not stated)	-16%	-3	-18%	20%	4	0%	-0.5%	6%	-6%
N/C(=N/O)c1nc(N2CCCCC2)nc(N2CCCCC2)n1	-5%	9	-10%	6%[57.1 µM]	-1	2%	0.5%	5%	-2%
CC(C)(C)OC(=O)N1CCN(C(=O)[C@H](Cc2ccc(O)cc2)n2cc(CCO)nn2)CC1	-9%	-2	-10%	2%[57.1 µM]	-1	1%	-0.3%	3%	-2%
CCOC(=O)C1=C(C)OC(N)=C(C#N)C1c1ccsc1 (configuration not stated)	7%	0	-9%	-3%	2	2%	0.2%	2%	3%
O=C1CSC(c2ccccn2)N1c1ccccc1 (configuration not stated)	-1%	6	-6%	-1%	-5	3%	1.7%	6%	-1%
CCc1nnc(NC(=O)CSc2nnc(CNc3ccc(F)cc3)n2C2CCCCC2)s1	4%	0	-11%	-6%	-5	-6%	-0.6%	3%	-3%
COc1ccc(CC(=O)Nc2c(C(N)=O)oc3ccccc23)cc1OC	1%	-12	-3%	4%	1	5%	-0.4%	-5%	-5%
CCOc1ccc(/C=N/NC(=O)Nc2ccccc2)cc1	2%	-1	-18%	-4%[57.1 µM]	-6	1%	1.1%	-2%	-5%
Cc1cc(C)nc(N2CCCC(C(=O)Nc3nc4ccc(S(C)(=O)=O)cc4s3)C2)n1 (configuration not stated)	-3%	-3	-4%	7%	2	0%	2.7%	7%	1%
CC(=O)N1c2ccccc2C2(C)C(C1(C)C)C2(Cl)Cl (configuration not stated)	2%	4	-3%	2%[57.1 µM]	-8	-1%	-0.9%	1%	-6%
CC(Cl)C(=O)Nc1ncc(C(F)(F)F)cc1Cl (configuration not stated)	-2%	7	-15%	13%[57.1 µM]	-2	1%	-1.6%	0%	-6%
O=C(NNS(=O)(=O)c1ccccc1)c1ccc(O)cc1	1%	-1	-5%	-17%	3	0%	0.2%	3%	-2%
C/C(CC(=O)Nc1cc(Cl)ccc1Cl)=N\NC(=O)COc1cccc(C)c1	12%	-1	-13%	-1%	1	-2%	0.2%	3%	-3%
COc1ccc(NC(=O)C2Cc3ccccc3C(=O)O2)cc1 (configuration not stated)	4%	-3	-2%	-1%	-7	-5%	0.0%	-6%	0%
COc1ccc(OCCN(C)CC(=O)Nc2ccccc2SC)cc1	-10%	6	-13%	4%[57.1 µM]	1	4%	-0.5%	2%	-3%
COc1ccc(NC(=O)C2=CC(c3ccc4c(c3)OCO4)=NS(=O)(=O)N2C)cc1	-12%	-1	-10%	-10%	-2	0%	11%	14%	-2%
Cc1ccc2nc(C)c(C(=O)N/N=C/c3ccco3)cc2c1	-5%	0	-4%	-3%	-2	2%	1.3%	2%	-2%
O=C(Cn1c(=O)sc2ccccc21)Nc1ccc(S(=O)(=O)N2CCCCC2)cc1	4%	0	-20%	6%	1	0%	0.5%	5%	-3%
CCN(C(=O)COC(=O)C(C)(C)Oc1ccc(Cl)cc1)c1c(N)n(Cc2ccccc2)c(=O)[nH]c1=O	2%	-4	-1%	-14%	-2	-4%	.	4%	-1%
CC[C@@H]1Cc2cc(O)ccc2C2=C1c1ccc(O)cc1C[C@H]2CC	3%	3&0	-22%	653%[activator][57.1 µM]	2	-15%	11%	?	-3%&-2%&0%

Compound profiles (already shown). Values in the order: Vif-A3F inh, PI4K2A inh, USP1 inh, TrxR1 substrate, LDHA block, Vif-APOBEC3G blk, RXFP1 ag, IDH1 R132H inh, Glioma ERSR ind
Listed for CC(C)Sc1ncc(Cl)c(C(=O)Nc2nnc(C(C)C)s2)n1 → 2%, -3, -22%, -2%, -2, 1%, -1.0%, -13%, -1%
Listed for CC1CCN(CC(=O)n2c3c(c4ccccc42)CCCC3)CC1 → -1%, 0, -8%, 7%, 0, 2%, -2.6%, 0%, 0%

An excerpt from above with just Vif-APOBEC3G blk.
molecule	Vif-APOBEC3G blk
COc1ccc(-c2nnc(SCC(=O)NCCc3ccc(OC)c(OC)c3)nc2-c2ccc(OC)cc2)cc1	-5%
COc1ccc(CC(=O)Nc2c(C(N)=O)oc3ccccc23)cc1OC	5%
C/C(=C\c1ccco1)CN1CCC(N2CCC(C(=O)N3CCOCC3)CC2)CC1	2%
C/C(CC(=O)Nc1cc(Cl)ccc1Cl)=N\NC(=O)COc1cccc(C)c1	-2%
CC[C@@H]1Cc2cc(O)ccc2C2=C1c1ccc(O)cc1C[C@H]2CC	-15%
Cc1ccc(C(=O)OCC(=O)Nc2sccc2C(N)=O)cc1NC(=O)c1ccco1	-3%

An excerpt. The share of hits here may be higher or lower than overall.
